Assay outcomes (PubChem)
KKLEB cytotox: reduces viability of KKLEB cystic fibrosis airway cells. KKLEB CF airway cells viability, ATPlite luminescence, overnight; active compounds read low; cells stimulated with P. aeruginosa culture filtrate. activity change (cytotoxicity), % at 5 µM. actives 0.36% (n = 360,000). AID 602141;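 active means corrected activity change at or below -50% at 5 µM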
TROY NFkB inh: TROY signaling inhibition. Q293 LMP1-TROYcd NF-kB luciferase reporter, 4 h. inhibition, % at 10 µM. actives 0.98% (n = 360,000). AID 1347056;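 active means compounds whose plate-normalised and pattern-corrected inhibition of the luciferase reporter signal at the single screening dose is 50% or more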
LMP1 NFkB inh: reduces LMP1-driven NF-kappaB luciferase signal | inhibition, % at 12.5 µM | LMP1-induced NF-kappaB luciferase reporter cells, luminescence | actives 0.69% (n = 350,000) | AID 504558; in the data active means inhibition above about 41%;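 further: 0% = neutral control wells and 100% = reference inhibitor control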
Shn3 inh set2: reduces Shn3 3'UTR luciferase signal in osteoblasts. actives 0.52% (n = 360,000). inhibition, % at 12.5 µM. Clone20 osteoblast Shn3 3'UTR firefly luciferase, 24 h;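 active means mean inhibition of at least 75% with every replicate also reaching 75%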;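 further: 0% = median of neutral control wells and 100% = pilot-screen positive control compound; some compounds past the cut are filed as inactive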
SRC1 inh: inhibits human SRC1 coactivator | Q15788 | HEK293 GAL4-SRC1 luciferase reporter, luminescence | inhibition, % at 3.6 µM | actives 0.12% (n = 360,000);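 active means inhibition above the campaign mean plus 3 SD, with each screening campaign given its own cutoff, cut at about 60% in these data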;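 further: 0% = DMSO treated cells and 100% = gossypol at 36 µM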
TWEAK-Fn14 inh: inhibitors of TWEAK-Fn14 interaction signaling; TWEAK-stimulated Fn14 reporter cells, luciferase luminescence, 8 h; inhibition, % at 10 µM; actives 2% (n = 360,000); AID 1159606; in the data active means inhibition above about 50%
CF NFkB inh: inhibitors of cystic fibrosis induced NF-kB; KKLEB NF-kB-GFP reporter, PAF-induced, GFP fluorescence overnight; inhibition, % at 5 µM; actives 0.86% (n = 360,000); AID 588850;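 active means at least 50% inhibition at 5 µM, scaled per plate between neutral and stimulator controls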;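 further: PAF is a Pseudomonas aeruginosa culture filtrate used as stimulus; plate controls were PAF-stimulated DMSO wells for no effect and unstimulated DMSO wells for full effect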
SRC3 inh: inhibits human SRC3 coactivator | Q9Y6Q9 | HEK293 GAL4-SRC3 luciferase reporter, luminescence | inhibition, % at 3.6 µM | actives 0.17% (n = 360,000) | AID 588352;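 active means inhibition above a per-campaign cutoff, the mean of all compounds plus 3 SD, cut at about 60% in these data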;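 further: 0% = DMSO-treated cells and 100% = gossypol-treated cells at 36 µM; higher means less SRC3-driven luciferase light from the GAL4 reporter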
NR5A2 inv ag: inverse agonists of human LRH-1 (NR5A2). O00482. HEK293T StAR-luciferase reporter, LRH-1 transfected, 24 h. inhibition, % at 3.6 µM. actives 0.13% (n = 360,000);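 active means inhibition above the mean inhibition of all tested compounds plus 3 SD, cut at about 73% in these data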;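 further: 0% = DMSO wells and 100% = reporter-only cells lacking LRH-1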
Target sequence (O00482 whole entry, looked up): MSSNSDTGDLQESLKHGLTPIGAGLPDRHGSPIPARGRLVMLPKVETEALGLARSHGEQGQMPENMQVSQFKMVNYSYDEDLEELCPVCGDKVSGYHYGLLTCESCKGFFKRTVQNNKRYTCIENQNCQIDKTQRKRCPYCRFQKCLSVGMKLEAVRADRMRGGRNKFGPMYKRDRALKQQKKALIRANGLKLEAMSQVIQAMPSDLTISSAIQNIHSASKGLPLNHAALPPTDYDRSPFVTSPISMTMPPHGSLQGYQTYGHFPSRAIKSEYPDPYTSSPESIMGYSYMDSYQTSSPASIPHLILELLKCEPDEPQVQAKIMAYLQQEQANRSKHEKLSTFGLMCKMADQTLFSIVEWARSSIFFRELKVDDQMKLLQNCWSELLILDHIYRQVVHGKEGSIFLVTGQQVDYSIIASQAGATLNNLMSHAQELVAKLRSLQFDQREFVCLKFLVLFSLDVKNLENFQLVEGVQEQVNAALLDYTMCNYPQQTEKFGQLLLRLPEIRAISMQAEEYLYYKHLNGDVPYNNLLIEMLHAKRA
COUP-TFII inh: blocks human COUP-TFII nuclear receptor; P24468; HEK293T NGFI-A luciferase reporter, luminescence; inhibition, % at 8.6 µM; actives 0.7% (n = 370,000); AID 686940;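 active means inhibition above a per-plate cutoff, mean inhibition of test wells between control levels plus 3 SD, cut at about 38% in these data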;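 further: cells cotransfected with COUP-TFII expression vector driving the NGFI-A reporter; 0% = median of COUP-TF2 test wells and 100% = reporter-only cells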
Target sequence (P24468 whole entry, looked up): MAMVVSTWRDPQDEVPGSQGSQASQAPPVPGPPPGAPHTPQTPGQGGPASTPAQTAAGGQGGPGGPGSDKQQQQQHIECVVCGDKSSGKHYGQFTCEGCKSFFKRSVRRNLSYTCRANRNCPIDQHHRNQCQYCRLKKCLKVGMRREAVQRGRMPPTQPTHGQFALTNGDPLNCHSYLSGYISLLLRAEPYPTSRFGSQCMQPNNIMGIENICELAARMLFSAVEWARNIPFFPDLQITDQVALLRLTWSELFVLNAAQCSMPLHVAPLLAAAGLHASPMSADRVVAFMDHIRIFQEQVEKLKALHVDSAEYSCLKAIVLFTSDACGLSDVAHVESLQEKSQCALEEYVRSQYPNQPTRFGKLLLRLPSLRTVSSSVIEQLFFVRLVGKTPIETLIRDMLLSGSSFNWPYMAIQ
TRAIL sens C8: sensitizes caspase-8 expressing cells to TRAIL | NB7+C8 cells + TRAIL, ATPlite viability luminescence | inhibition (viability loss, TRAIL sensitization), % at 10 µM | actives 1% (n = 360,000) | AID 624354;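 active means compounds causing at least 50% loss of cell viability in the single-dose screen, relative to plate controls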
Starred values were filed as active, the others as inactive; nt = no result given.

Each structure is followed by: KKLEB cytotox, TROY NFkB inh, LMP1 NFkB inh, Shn3 inh set2, SRC1 inh, TWEAK-Fn14 inh, CF NFkB inh, SRC3 inh, NR5A2 inv ag, COUP-TFII inh, TRAIL sens C8
[1] CC(=O)Oc1c(C)c(OC(C)=O)c2c(c1C(C)=O)OC1CC(=O)C(C(C)=O)=C(O)C21C (stereo unspecified)
  3.9, -13.9, 5.2, -3.5, -1.6, 22.5, 3.1, -0.1, 18.7, 17.1, 12.0
[2] O=C(c1ccc2c(c1)OCO2)N1CCCc2ccccc21
  2.6, 17.8, 3.6, -8.1, -12.8, 35.6, -1.9, 8.7, -3.7, 0.7, -10.2
[3] Cc1ccc(C)c(NS(=O)(=O)c2cc(C(=O)NCc3ccccn3)ccc2Cl)c1
  5.1, -5.8, -11.2, -5.3, -6.6, 16.2, -9.8, 2.3, -12.6, 1.8, -3.7
[4] CCCC(=O)N1CCC1(C)C(=O)Nc1ccccn1 (stereo unspecified)
  12.1, -3.4, nt, 0.4, 0.2, -2.0, -2.8, -21.1, 3.1, 9.4, -9.6
[5] Cc1ccc(CNC(=O)NCc2ccccc2)cc1
  15.7, -16.8, -1.5, -6.4, -4.5, -21.8, -3.9, 0.5, 3.9, -1.4, -1.9
[6] O=C(Nc1ccc(-c2nc3ccccc3[nH]2)cc1)C1CCCO1 (stereo unspecified)
  -1.5, 32.8, 2.9, -17.8, -115.7, 73.2*, -8.1, -43.0, -186.5, -36.7, 73.0*
[7] Cc1cc(NC(=O)c2ccc(S(=O)(=O)N3CCOCC3)cc2)no1
  5.1, -2.1, 3.5, 19.2, -19.8, -10.7, -16.1, 0.2, 8.5, 11.2, 3.9
[8] COc1ccc(NC(=O)N(C)C[C@H]2Oc3ccc(NC(=O)NC4CCCCC4)cc3C(=O)N([C@H](C)CO)C[C@@H]2C)cc1
  3.5, 4.4, -0.8, -6.5, -18.6, 6.3, 13.9, 9.7, -7.2, -7.0, 0.3
[9] CC(=O)Nc1cc(N2C(=O)CCC2=O)ccc1Cl
  12.5, -0.6, 3.1, -7.3, 3.7, -6.0, -13.8, -0.5, 5.1, 1.3, -3.9
[10] C[C@@H]1CN([C@H](C)CO)C(=O)CCCn2nncc2CO[C@H]1CN(C)Cc1cccc2c1OCCCO2
  -14.6, -6.6, 4.1, -8.0, -4.4, -7.9, 3.7, -22.0, -14.2, -6.0, -1.7
[11] Cc1ccc(C)c(NC(=O)c2nc(Cl)ccc2Cl)c1
  -16.7, -91.8, -21.0, -3.4, -3.1, -18.4, -12.7, -31.1, -15.9, 3.0, 14.6
[12] O=S(=O)(NCCn1ccc2ccccc21)c1ccccc1
  -25.3, 2.2, -6.3, -3.8, -10.1, 9.7, 8.3, 8.6, 12.9, 6.4, 12.8
[13] O=S(=O)(Cc1ccc(Cl)cc1)NCc1cccnc1
  -13.9, -0.5, nt, -9.4, 18.1, 2.5, 0.9, 19.0, -8.8, 10.2, -16.4
[14] CCN(CC)C(=O)n1cnc(-c2ccccc2)c1-c1ccccc1
  -5.8, 2.0, -0.4, -1.0, -1.5, 22.6, 19.6, 13.6, 8.4, 0.0, -0.8
[15] COc1cccc(NC(=O)CSc2ccc3nnc(-c4ccncc4)n3n2)c1
  15.7, -6.4, 4.9, 2.0, -6.5, -2.1, -11.2, -16.9, -5.0, 8.9, 9.2
[16] Cc1c(C)n(CCCN(C)C)c2ncnc(NCc3ccccc3)c12
  4.2, 7.2, -0.1, 4.0, 2.9, 10.0, 5.2, 8.4, 8.4, 1.9, -4.6
[17] O=C(NN1CCCCC1)c1cccc2ccccc12
  8.7, -7.1, 6.6, -7.1, -12.1, 12.6, 11.2, 18.1, 4.9, 9.0, 2.6
[18] CC1C(=O)N(Cc2cn(CCC3OCCO3)nn2)CCS(=O)(=O)N1Cc1ccc(-c2ccc(Cl)cc2)cc1 (stereo unspecified)
  -1.4, 3.6, 5.5, 54.4, -1.1, 22.6, -15.2, -23.0, -6.0, -8.2, 11.1
[19] N#Cc1ccc(C(=O)NC(=S)N2CCOCC2)cc1
  -44.7, -3.6, -3.4, -8.3, -7.8, -2.5, -32.6, -4.0, 22.4, 12.0, -0.9
[20] Cc1ccc(N=Nc2c(N)[nH]n3c(=O)cc(-c4ccccc4)nc23)cc1
  3.7, 1.0, 39.2, 2.7, -0.4, -41.4, -49.8, 12.8, -12.6, 6.9, 9.7

The list goes on, starting with the last 2 of the part before.
Each structure is followed by: KKLEB cytotox, TROY NFkB inh, LMP1 NFkB inh, Shn3 inh set2, SRC1 inh, TWEAK-Fn14 inh, CF NFkB inh, SRC3 inh, NR5A2 inv ag, COUP-TFII inh, TRAIL sens C8
[19] N#Cc1ccc(C(=O)NC(=S)N2CCOCC2)cc1
  -44.7, -3.6, -3.4, -8.3, -7.8, -2.5, -32.6, -4.0, 22.4, 12.0, -0.9
[20] Cc1ccc(N=Nc2c(N)[nH]n3c(=O)cc(-c4ccccc4)nc23)cc1
  3.7, 1.0, 39.2, 2.7, -0.4, -41.4, -49.8, 12.8, -12.6, 6.9, 9.7
[21] COc1ccc(C(CNC(=O)c2oc3cc(C)c(Cl)cc3c2C)N2CCCCC2)cc1 (stereo unspecified)
  -9.9, -16.1, -3.4, -18.4, -6.8, -2.7, 26.3, 15.2, 12.0, nt, 16.9
[22] NC(=O)CCC(C(=O)O)N1C(=O)c2ccc(O)cc2C1=O (stereo unspecified)
  -0.8, -19.1, 0.5, 10.1, -17.3, -8.9, -16.4, -8.2, 5.2, 11.4, -21.5
[23] COc1ccccc1CC(=O)Nc1ccc(C(=O)N2CCCCC2)cc1
  5.7, 5.8, 4.3, -6.7, 3.2, -3.2, -21.3, -10.6, -11.3, -16.6, -14.0
[24] CCOC(=O)c1c(NC(=O)CSc2nnc(CNc3ccc(OC)cc3)n2C)sc(C)c1C
  -5.3, -8.6, -12.5, -21.8, -2.2, 12.2, -7.0, -4.3, -8.1, -3.4, -4.7
[25] Cc1cccn2c(=O)c(/C=C3\SC(=S)N(CC(C)C)C3=O)c(NCCCOC(C)C)nc12
  17.8, 2.1, 13.2, 11.0, 13.2, -43.8, 11.0, 3.7, 3.5, nt, 2.2
[26] CC1CCCCN1C(=O)c1cnn2c(C(F)(F)F)cc(-c3ccco3)nc12 (stereo unspecified)
  10.9, -13.4, -0.2, -2.9, 7.0, 18.2, -9.4, -6.0, -15.1, -4.8, -11.2
[27] CCN(CC)S(=O)(=O)c1ccc2oc(SCC(=O)Nc3cc(C)on3)nc2c1
  12.9, -4.6, 12.8, 48.9, -9.6, 2.6, -6.6, -22.5, -5.0, -2.2, 26.6
[28] C/C(=N/Nc1nc(C)c(C)s1)c1cccc([N+](=O)[O-])c1
  2.7, -1.7, -11.7, -31.3, -24.8, -50.4, 2.5, -26.1, 15.4, -32.1, 8.4
[29] CC(=O)Oc1ccc2c(c1)C(=O)c1ccccc1C2=O
  7.9, -50.2, -8.5, 6.6, -10.6, -21.2, -25.0, -25.8, -15.4, 2.4, -14.4
[30] O=C(O)CCc1ccc(-c2ccc(Br)cc2)n1NC(=O)c1ccc([N+](=O)[O-])cc1
  -3.4, -0.8, 0.3, -7.1, 14.3, -0.7, 11.4, 7.4, 14.7, -21.2, -10.3
[31] CC1CCC(NCCNC(=O)c2ccco2)CC1 (stereo unspecified)
  -1.4, -16.3, -1.1, 0.0, -4.6, 1.6, -2.5, 3.6, -1.1, 1.4, -3.0
[32] CCOc1ccc(CCNC(=O)C2CC(=O)N(Cc3ccc(C)cc3)C2)cc1OCC (stereo unspecified)
  -3.3, -5.0, -0.6, 0.0, 2.7, -5.8, -5.3, 9.2, 1.2, 18.3, -7.2
[33] COc1ccc(C(=O)CSc2nncn2C)cc1
  4.1, -5.3, 3.5, -11.9, -17.6, -5.7, -17.8, 24.0, -5.2, 3.9, -6.9
[34] CC(C(=O)NC1=NCCS1)N1C(=O)c2ccccc2C1=O (stereo unspecified)
  8.0, 10.6, 2.0, -18.5, 9.5, -6.6, 15.1, 8.8, 2.7, 1.8, 12.9
[35] COc1ccc(OC)c(C2=NOC(C(=O)Nc3ccccc3SC)C2)c1 (stereo unspecified)
  -4.2, -7.1, -3.6, 23.6, -2.5, -25.1, 7.0, 0.8, 4.8, 11.8, 0.0
[36] CCCCN(C(=O)c1cccc(-n2cccc2)c1)c1c(N)n(CCC)c(=O)[nH]c1=O
  -20.7, 1.9, -18.3, -5.1, 3.4, -7.6, 15.9, -11.1, -5.7, 13.1, 27.8
[37] O=C(Nc1nccs1)c1ccc(F)c(S(=O)(=O)N2CCOCC2)c1
  11.1, -3.5, -4.7, 15.0, 7.6, -3.9, -3.9, 9.7, 5.7, 11.0, 4.7
[38] Cc1nn(CCC#N)c2[nH]c(=O)cc(C(F)(F)F)c12
  0.7, 13.3, -5.0, 10.6, -4.4, 1.9, 3.5, 7.0, -3.4, 3.2, -1.9
[39] CCN1CCN(c2ccc(S(=O)(=O)N3CCOCC3)cc2NC(=O)c2cc(Cl)nc3ccccc23)CC1
  3.2, -8.9, 3.1, 3.4, 33.2, -2.6, -0.6, 15.4, 2.7, -14.4, -4.0
[40] O=C(Oc1ccc(N(Cc2cccs2)C2=NS(=O)(=O)c3ccccc32)cc1)c1ccco1
  -5.8, 22.9, 3.0, 4.0, 1.8, -9.8, 0.7, 9.2, -2.5, 5.3, -5.6
[41] CCCn1c(N2CCN(Cc3cccc(C)c3)CC2)nc2c1c(=O)[nH]c(=O)n2C
  -6.6, -2.8, -12.8, 8.6, -3.0, -53.1, -16.4, 7.0, 17.1, -24.1, 1.5
[42] Cc1cc(=O)n2nc(N3CCCC(C(=O)NCc4ccccc4)C3)sc2n1 (stereo unspecified)
  -0.2, -9.0, -5.7, 0.3, 8.6, 3.5, -2.5, 8.0, -2.5, 7.1, -1.1
[43] CCOc1ccccc1N(CC(=O)O)S(=O)(=O)c1ccccc1
  8.5, 8.5, 11.9, 5.3, 3.4, -2.1, -3.8, -1.3, 1.5, 19.2, 18.2
[44] O=C1c2ccccc2C(=O)C1c1ccc2ccccc2n1
  -68.1*, 49.4, 32.4, 26.6, -93.8, 94.9*, -185.1, -78.1, -141.1, -43.1, 83.6*
[45] COc1ccc(-c2cnc3c(NC(C)=O)cc(-c4cc(F)ccc4OC)cn23)cc1OC
  -0.3, 18.4, nt, 13.8, 1.2, 10.2, -1.7, -9.8, 6.1, 6.2, 25.9

An excerpt; rates above refer to the full screens.
